OXTR agonist – agonists of human oxytocin receptor; P30559; CHO-OTR cells, Fluo-8 calcium fluorescence; normalized: DMSO 0%, oxytocin 100%; 320,000 tested, 0.32% active; activation, % at 3 µM; AID 2435;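 active = activation above the mean of all tested compounds plus 3 SD, cutoff set per screening run, cut at about 20% in these data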;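 note: peak over basal fluorescence ratio from a 100 s FLIPR kinetic read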
Target sequence (P30559 whole entry, looked up): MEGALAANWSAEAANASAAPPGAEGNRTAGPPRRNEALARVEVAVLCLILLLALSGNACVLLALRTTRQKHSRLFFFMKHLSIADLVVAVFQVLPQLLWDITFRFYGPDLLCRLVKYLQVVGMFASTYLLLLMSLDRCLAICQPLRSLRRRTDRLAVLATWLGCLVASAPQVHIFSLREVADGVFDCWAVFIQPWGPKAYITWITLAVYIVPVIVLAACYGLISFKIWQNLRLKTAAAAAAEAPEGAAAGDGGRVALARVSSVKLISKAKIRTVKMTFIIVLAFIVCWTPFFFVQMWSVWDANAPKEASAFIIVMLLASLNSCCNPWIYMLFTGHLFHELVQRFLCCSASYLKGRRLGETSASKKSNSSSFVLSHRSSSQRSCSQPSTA
NS3 helicase inh – blocks Hepatitis C virus NS3 helicase unwinding; AID 1800; inhibition, % at 10.9 µM; 290,000 tested, 0.56% active; NS3 helicase DNA unwinding, Cy5 molecular beacon fluorescence;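 active = inhibition above the mean of all tested compounds plus 3 SD, set per campaign, cut at about 35% in these data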;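 note: 0% = DMSO wells and 100% = thioflavine S control wells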
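test system = hepatitis C virus NS3 helicase domain fragment enzyme | reagent = annealed dual-labelled DNA beacon duplex, ATP-started | times = 1 h at 25 °C | detection = Cy5 fluorescence, 0 and 60 min reads | read-out basis = percent inhibition from t60/t0 fluorescence ratio | control set = DMSO and thioflavine S | replication = one well per compound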
FID counter – displaces DNA intercalator in HCV helicase counter-screen; DNA fluorescent intercalator displacement, fluorescence; inhibition, % at 7.9 µM; 290,000 tested, 0.17% active; in the data active = inhibition above about 37%;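 note: 0% = vehicle and 100% = reference compound; higher means more ethidium bromide displaced from hairpin DNA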
IMP-1 inh – blocks Pseudomonas aeruginosa IMP-1 metallo-beta-lactamase | 290,000 tested, 0.45% active | AID 1556 | purified IMP-1, nitrocefin hydrolysis, epi-absorbance fluorescence | inhibition, % at 5.6 µM;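 active = inhibition above the mean plus 3 SD of all compounds in the same screening run, cut at about 4.5% in these data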;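 note: 0% = IMP-1 with DMSO and 100% = DMSO wells lacking enzyme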
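assay system = purified recombinant IMP-1 metallo-beta-lactamase enzyme | schedule = 15 min preincubation plus 25 min reaction at 25 °C | signal = Epi-absorbance fluorescence, 480 nm excitation, 530 nm emission | read-out basis = percent inhibition from optical density relative to buffer-blank wells | controls = IMP-1 with DMSO as 0%, enzyme-free DMSO as 100%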
VIM-2 inh – inhibitors of Pseudomonas aeruginosa VIM-2 metallo-beta-lactamase. purified VIM-2, nitrocefin hydrolysis, epi-absorbance fluorescence. inhibition, % at 5.6 µM. 290,000 tested, 0.89% active;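 active = inhibition above the mean of all tested compounds plus 3 SD, cutoff set per screening run, cut at about 7.5% in these data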;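 note: red hydrolysis product quenches plate fluorescence so inhibitors raise well fluorescence; 0% = enzyme with DMSO and 100% = DMSO without enzyme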
GalR3 antagonist – human GalR3 antagonism. O60755. HEK293 GalR3-CNG cAMP membrane potential fluorescence; galR3 body fused to GalR1 C-terminus. inhibition, % at 3 µM. 360,000 tested, 0.44% active. AID 651719;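 active = inhibition above the screen-wide average plus 3 SD, cut at about 13% in these data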;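 note: forskolin and galanin both at EC90 stimulate the cells; cAMP rise reported by CNG channel membrane potential dye signal; 0% = forskolin plus galanin with DMSO and 100% = forskolin alone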
Target sequence (O60755 1-299 limits assumed): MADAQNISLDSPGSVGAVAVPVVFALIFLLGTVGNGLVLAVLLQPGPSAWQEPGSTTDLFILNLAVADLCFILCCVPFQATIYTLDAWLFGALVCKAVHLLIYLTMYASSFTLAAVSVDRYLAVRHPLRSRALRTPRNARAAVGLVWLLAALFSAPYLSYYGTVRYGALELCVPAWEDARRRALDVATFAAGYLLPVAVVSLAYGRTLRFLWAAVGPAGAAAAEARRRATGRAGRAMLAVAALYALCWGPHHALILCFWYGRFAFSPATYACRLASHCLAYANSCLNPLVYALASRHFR
GPR7 antag – human neuropeptides B/W receptor 1 antagonism; P48145; GPR7-expressing cells, fluorescence antagonist assay; inhibition, % at 4.4 µM; 290,000 tested, 1.1% active; AID 1861; in the data active = inhibition above about 16%, passing the limit was not always enough;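 note: cells stimulated with the agonist NPW; 0% = agonist with vehicle and 100% = vehicle without agonist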
PHOSPHO1 inh – blocks human PHOSPHO1 phosphatase activity; inhibition, % at 13.3 µM; 290,000 tested, 1.1% active; recombinant PHOSPHO1, absorbance phosphatase assay; AID 1565; Q8TCT1; in the data active = inhibition above about 60%
Target sequence (Q8TCT1 whole entry, looked up): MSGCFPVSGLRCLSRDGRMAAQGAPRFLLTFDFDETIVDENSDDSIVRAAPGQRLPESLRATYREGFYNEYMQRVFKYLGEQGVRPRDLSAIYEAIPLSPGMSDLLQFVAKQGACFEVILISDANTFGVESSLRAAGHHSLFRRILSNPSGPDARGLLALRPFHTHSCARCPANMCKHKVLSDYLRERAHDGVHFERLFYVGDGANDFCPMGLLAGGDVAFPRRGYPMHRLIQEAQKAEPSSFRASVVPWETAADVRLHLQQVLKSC
V1aR counter – activates human V1a receptor in oxytocin agonist counter-screen | P37288 | CHO-V1R cells, Fluo-8 calcium fluorescence, agonist mode; 0% DMSO, 100% 3 nM vasopressin | 320,000 tested, 0.25% active | activation, % at 3 µM | AID 2797;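 active = activation above the mean activation of all tested compounds plus 3 SD, per screening run, cut at about 20% in these data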;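 note: signal is peak over basal fluorescence ratio across a 100 second FLIPR read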
* = called active by the depositor. No enrichment for hits. About 4.3% of those tested had a hit in this group.

Screening CC(C)OC(=O)CN1C(=O)c2ccccc2C1=O returned OXTR agonist 0.5, NS3 helicase inh -2, FID counter 0, IMP-1 inh -0.3, VIM-2 inh 1.0, GalR3 antagonist -4, GPR7 antag 20*, PHOSPHO1 inh 28 and V1aR counter 0.7.
CC(=O)N(CCN(C)C)c1nc2cc3c(cc2s1)OCCO3 was read as OXTR agonist 0.5, NS3 helicase inh -1, FID counter 5, IMP-1 inh -1.1, VIM-2 inh 1.8, GalR3 antagonist -2, GPR7 antag -1, PHOSPHO1 inh 49 and V1aR counter -0.2.
Screening CCOC(=O)N1CCN(CC(O)COc2cc(C)ccc2C(C)C)CC1 (stereo unspecified) returned OXTR agonist -1.1, NS3 helicase inh -5, FID counter -18, IMP-1 inh 0.4, VIM-2 inh -1.7, GalR3 antagonist -6, GPR7 antag -5, PHOSPHO1 inh 2 and V1aR counter 0.3.
Screening CCOc1ccccc1N1CCN(C(=O)NCc2ccc(C)cc2)CC1 returned OXTR agonist 0.6, NS3 helicase inh 7, FID counter -39, IMP-1 inh 0.7, VIM-2 inh 0.1, GalR3 antagonist -8, GPR7 antag -4, PHOSPHO1 inh -4 and V1aR counter 3.1.
For O=C(CSc1nc2ccccc2c(=O)n1-c1ccccc1)N1CCC1 the results were OXTR agonist -0.6, NS3 helicase inh -8, FID counter -15, IMP-1 inh 0.2, VIM-2 inh -3.7, GalR3 antagonist -9, GPR7 antag -3, PHOSPHO1 inh 52 and V1aR counter -0.3.
Screening CSc1nc(-c2ccco2)nn1C(=O)c1ccc(C)cc1 returned OXTR agonist -0.1, NS3 helicase inh 3, FID counter 6, IMP-1 inh 2.0, VIM-2 inh 1.5, GalR3 antagonist -1, GPR7 antag -5, PHOSPHO1 inh -9 and V1aR counter 0.5.
`CN1/C(=C\C(=O)COC(=O)c2ccccc2O)C(C)(C)c2ccccc21` gave OXTR agonist -0.5, NS3 helicase inh -6, FID counter -18, IMP-1 inh -2.5, VIM-2 inh -2.2, GalR3 antagonist -6, GPR7 antag -5, PHOSPHO1 inh 20 and V1aR counter 0.1.
For COc1cc(C)c(S(=O)(=O)Nc2ccccc2F)cc1C the results were OXTR agonist -0.9, NS3 helicase inh -6, FID counter -14, IMP-1 inh -3.3, VIM-2 inh -3.3, GalR3 antagonist -8, GPR7 antag -17, PHOSPHO1 inh -18 and V1aR counter -0.7.
`Cc1ccc(CC(=O)N2CC(C)OC(C)C2)cc1` (stereo unspecified) gave OXTR agonist 0.0, NS3 helicase inh 7, FID counter -4, IMP-1 inh -1.3, VIM-2 inh -2.6, GalR3 antagonist -5, GPR7 antag 4, PHOSPHO1 inh 30 and V1aR counter 0.1.
For N#Cc1c(N)c(C(=O)c2ccccc2)n2c1CCCC2 the results were OXTR agonist -1.8, NS3 helicase inh -1, FID counter -4, IMP-1 inh -3.5, VIM-2 inh -3.6, GalR3 antagonist -2, GPR7 antag -10, PHOSPHO1 inh 11 and V1aR counter -0.8.
`CC(=O)C1C(c2ccc(C)cc2)c2c(n[nH]c2C)CC1(C)O` (stereo unspecified) gave OXTR agonist 0.2, NS3 helicase inh 1, FID counter -11, IMP-1 inh -0.8, VIM-2 inh -2.3, GalR3 antagonist -3, GPR7 antag -4, PHOSPHO1 inh 7 and V1aR counter 0.8.
COc1cccc(CNC(=O)CCNC(=O)c2ccccc2OC)c1 was read as OXTR agonist 0.2, NS3 helicase inh 3, FID counter -11, IMP-1 inh -1.6, VIM-2 inh -0.8, GalR3 antagonist 1, GPR7 antag -5, PHOSPHO1 inh 33 and V1aR counter 0.6.
CCN(Cc1ccccc1)C(=O)Cn1c(=O)n(CC(=O)N2CCCCC2)c(=O)c2sccc21 was read as OXTR agonist 0.0, NS3 helicase inh 6, FID counter -21, IMP-1 inh -3.1, VIM-2 inh -2.6, GalR3 antagonist -9, GPR7 antag -4, PHOSPHO1 inh 36 and V1aR counter -0.1.
Screening O=C(Nc1ccc(OC(F)(F)F)cc1)C1CC(c2ccc(F)cc2)=NO1 (stereo unspecified) returned OXTR agonist -1.1, NS3 helicase inh -4, FID counter -4, IMP-1 inh -4.0, VIM-2 inh -0.5, GalR3 antagonist -2, GPR7 antag -6, PHOSPHO1 inh -11 and V1aR counter 1.1.
For COc1cc2ccccc2cc1C(=O)N(CCN(C)C)c1nc2ccc(Br)cc2s1 the results were OXTR agonist 0.1, NS3 helicase inh -79, FID counter 34, IMP-1 inh -5.1, VIM-2 inh -2.8, GalR3 antagonist 0, GPR7 antag 26*, PHOSPHO1 inh 27 and V1aR counter 2.3.
Screening C/C(=N\NC(=O)CNc1ccccc1Cl)C(C)(C)C returned OXTR agonist -0.3, NS3 helicase inh 6, FID counter -7, IMP-1 inh -5.4, VIM-2 inh -4.4, GalR3 antagonist -2, GPR7 antag 17, PHOSPHO1 inh 16 and V1aR counter 0.3.
CC1CC(C)CN(C(=O)c2nn(C)c3c2CS(=O)(=O)c2ccccc2-3)C1 (stereo unspecified) was read as OXTR agonist 1.5, NS3 helicase inh 2, FID counter -24, IMP-1 inh -0.6, VIM-2 inh 0.5, GalR3 antagonist -8, GPR7 antag -2, PHOSPHO1 inh 36 and V1aR counter 4.2.
O=C1C2C3CCC(C3)C2C(=O)N1c1ccc(OS(=O)(=O)c2ccccc2)cc1 (stereo unspecified) was read as OXTR agonist 5.2, NS3 helicase inh -1, FID counter -15, IMP-1 inh -2.4, VIM-2 inh -2.4, GalR3 antagonist -2, GPR7 antag 0, PHOSPHO1 inh 60* and V1aR counter 5.7.
Screening COCCNC(=O)COCc1cc(-c2ccc3c(c2)OCO3)on1 returned OXTR agonist 0.6, NS3 helicase inh 5, FID counter -7, IMP-1 inh -1.4, VIM-2 inh 0.4, GalR3 antagonist -4, GPR7 antag -10, PHOSPHO1 inh 29 and V1aR counter 0.3.
O=C(N=C1N=C2C=CC(Br)=CN2Cc2ccccc21)c1ccc([N+](=O)[O-])cc1[N+](=O)[O-] was read as OXTR agonist -1.9, NS3 helicase inh -3, FID counter 3, IMP-1 inh -2.2, VIM-2 inh -0.9, GalR3 antagonist 1, GPR7 antag -6, PHOSPHO1 inh -10 and V1aR counter -1.0.
COc1cccc(CNC(=O)CCC2CCCN(C(=O)c3cc(C)[nH]n3)C2)c1 (stereo unspecified) was read as OXTR agonist -0.5, NS3 helicase inh -1, FID counter -13, IMP-1 inh -3.0, VIM-2 inh -3.3, GalR3 antagonist -3, GPR7 antag -8, PHOSPHO1 inh 49 and V1aR counter 1.2.
For Cc1cc(C)nc(Nc2n[nH]c(-c3ccccc3C)n2)n1 the results were OXTR agonist -1.1, NS3 helicase inh 5, FID counter -2, IMP-1 inh -2.9, VIM-2 inh -2.0, GalR3 antagonist -3, GPR7 antag -11, PHOSPHO1 inh 16 and V1aR counter -0.8.
`O=C(Oc1ccc(C(=S)N2CCOCC2)cc1)c1cc([N+](=O)[O-])cc([N+](=O)[O-])c1` gave OXTR agonist 0.5, NS3 helicase inh -11, FID counter 4, IMP-1 inh -3.1, VIM-2 inh -3.3, GalR3 antagonist -9, GPR7 antag 0, PHOSPHO1 inh 27 and V1aR counter 0.7.
For O=C(CSc1cccc[n+]1[O-])NCCCc1ccccc1 the results were OXTR agonist 0.2, NS3 helicase inh 0, FID counter 0, IMP-1 inh -0.4, VIM-2 inh 1.5, GalR3 antagonist -8, GPR7 antag -1, PHOSPHO1 inh 48 and V1aR counter 1.3.
Screening N/C(Cc1ccc([N+](=O)[O-])cc1)=N\OC(=O)c1ccco1 returned OXTR agonist -0.6, NS3 helicase inh -5, FID counter 2, IMP-1 inh 0.2, VIM-2 inh -1.4, GalR3 antagonist -7, GPR7 antag -4, PHOSPHO1 inh 33 and V1aR counter 1.1.
COc1cccc(NC(=O)Nc2nnc(Cc3ccc(OC)c(OC)c3)s2)c1 was read as OXTR agonist 2.3, NS3 helicase inh 16, FID counter -24, IMP-1 inh -3.1, VIM-2 inh -2.5, GalR3 antagonist -9, GPR7 antag 24, PHOSPHO1 inh 28 and V1aR counter 4.7.
CCOC(=O)C1(Cc2ccc(Cl)cc2)CCN(C(=O)C2=NNC(=O)CC2)CC1 was read as OXTR agonist -0.5, NS3 helicase inh -13, FID counter -30, IMP-1 inh -0.3, VIM-2 inh -2.5, GalR3 antagonist -5, GPR7 antag 8, PHOSPHO1 inh 8 and V1aR counter 0.4.
Screening O=c1[nH]cc(I)cc1I returned NS3 helicase inh -6, FID counter 0, IMP-1 inh -1.4, VIM-2 inh -0.7, GalR3 antagonist -8, GPR7 antag -8 and PHOSPHO1 inh 18.
For Cc1c(NS(=O)(=O)c2cccc(C(=O)O)c2)c(=O)n(-c2ccccc2)n1C the results were OXTR agonist 1.8, NS3 helicase inh 8, FID counter -3, IMP-1 inh -2.6, VIM-2 inh -1.9, GalR3 antagonist -8, GPR7 antag -4, PHOSPHO1 inh 1 and V1aR counter 1.6.
CCC(C)NC(=O)C1(C)CCC(=O)N1CCc1ccc(OC)c(OC)c1 (stereo unspecified) was read as OXTR agonist -0.9, NS3 helicase inh 4, FID counter -4, IMP-1 inh -0.8, VIM-2 inh -3.2, GalR3 antagonist -3, GPR7 antag 10, PHOSPHO1 inh 3 and V1aR counter -0.6.
For Cc1cccc(C)c1OC(=O)CSc1nnc(-c2ccccc2O)o1 the results were OXTR agonist 1.8, NS3 helicase inh -4, FID counter -11, IMP-1 inh -0.1, VIM-2 inh -0.5, GalR3 antagonist 2, GPR7 antag -7, PHOSPHO1 inh 26 and V1aR counter 2.0.
Screening C=CCC1CCC/C(=N\NS(=O)(=O)c2ccc(C)cc2)C1 (stereo unspecified) returned OXTR agonist -1.0, NS3 helicase inh -13, FID counter -19, IMP-1 inh -1.9, VIM-2 inh -0.5, GalR3 antagonist -4, GPR7 antag 2, PHOSPHO1 inh 4 and V1aR counter -0.7.
Screening Cc1ccc(S(=O)(=O)NCCCCCC(=O)Nc2ccccn2)cc1 returned OXTR agonist 0.3, NS3 helicase inh 1, FID counter -19, IMP-1 inh 0.7, VIM-2 inh -3.1, GalR3 antagonist -8, GPR7 antag 2, PHOSPHO1 inh 14 and V1aR counter -0.8.

Grouped by structure, those above containing a Cl atom (2)
Screening C/C(=N\NC(=O)CNc1ccccc1Cl)C(C)(C)C returned OXTR agonist -0.3, NS3 helicase inh 6, FID counter -7, IMP-1 inh -5.4, VIM-2 inh -4.4, GalR3 antagonist -2, GPR7 antag 17, PHOSPHO1 inh 16 and V1aR counter 0.3.
CCOC(=O)C1(Cc2ccc(Cl)cc2)CCN(C(=O)C2=NNC(=O)CC2)CC1 was read as OXTR agonist -0.5, NS3 helicase inh -13, FID counter -30, IMP-1 inh -0.3, VIM-2 inh -2.5, GalR3 antagonist -5, GPR7 antag 8, PHOSPHO1 inh 8 and V1aR counter 0.4.

Screening results (PubChem)
